Compound activity deposited in PubChem by National Center for Advancing Translational Sciences (NCATS).
Luc counter: counter-screen: inhibitors of Kinase-Glo firefly luciferase. Q27757. Potency, µM (doses to about 38.3 µM), for the others: at the highest dose activity change, negative = inhibition, usual class: inhibitors. actives 0.28% (n = 200,000). Kinase-Glo luciferase, ATP luminescence, 8 min. AID 1379; note: potency is the fitted concentration of half-maximal effect; % is set by controls: 0 for no effect and ±100 for the full control effect; nearly all actives have a fitted effect of over 60% in size
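Compound is pinned into ATP-containing buffer (10 uM ATP, imidazole pH 7.2, 7 mM MgCl2). Kinase-Glo luciferase reagent is then added. Light output is recorded following an 8-min room-temperature incubation.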
NPSR antagonist: blocks cAMP signaling of the human neuropeptide S receptor; CHO-NPSR cells, cAMP TR-FRET, antagonist mode; Potency, µM (highest dose often 38.3 µM), for the others: top-dose activity change, negative = inhibition, most hits filed as inhibitors; Q6W5P4; actives 1% (n = 220,000); AID 1461; note: potency is the fitted concentration of half-maximal effect; % is set by controls: 0 for no effect and ±100 for the full control effect; nearly all actives have a fitted effect of over 50% in size; many of its hits are not listed in these tables
IMPase Li inh: cell-permeable IMPase inhibitors with lithium potentiation. CHO-M1 cells, IP1 TR-FRET (IP-One), carbachol + lithium. Potency, µM (doses to about 59.4 µM), for the others: top-dose activity, negative = IMPase inhibition, hits mostly inhibitors. actives 0.35% (n = 210,000);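 note: IP1 builds up when IMPase is blocked and the TR-FRET signal falls; potency is the fitted concentration of half-maximal effect; plate controls were basal vehicle for no effect and high inhibitor control for full effect; nearly all actives have a fitted effect of over 50% in size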
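IP1 accumulation measured by competitive TR-FRET in lysed CHO-M1 cells after 30 min compound exposure at 37C, with a small lithium addition to potentiate weak responses. Hill-equation AC50 from ratio and donor-channel data.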
CBFb-RUNX1 inh: blocks binding between human CBF-beta and RUNX1; Q01196+Q13951; AlphaScreen CBFb-His/RUNX1-biotin binding, biochemical; Potency, µM (top dose mostly 59.8 µM), for the others: at the highest dose activity, negative = inhibition, usual class: inhibitors; 230,000 tested, under 10 active; AID 1477; note: % of control where 0% means no effect
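CBF-beta (His) and RUNX1 (biotin), 30 nM each; 20 min preassociation; + compound, 15 min; + beads 50 ng each (Ni, streptavidin), 90 min; RT; AlphaScreen read.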
HttQ103 aggreg: mutant huntingtin aggregation inhibition; PC12 HttQ103-GFP aggregates, Acumen cytometry, 40 h; Potency, µM (highest dose often 46.1 µM), without a hit: at the top dose activity change, negative = inhibition, actives largely listed as inhibitors; AID 1688; actives 1.1% (n = 220,000); note: potency is the fitted concentration of half-maximal effect; % is set by controls: 0 for no effect and ±100 for the full control effect; nearly all actives have a fitted effect of over 60% in size
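Steps: seed 1500 PC12 HTTQ103-GFP cells/well; add tebufenozide, 100 nM final; add compound titration; add ATPLite reagent; quantify GFP aggregates by laser scanning cytometry.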
Epigenetic reg: regulators of epigenetic silencing causing reporter derepression in mouse cells; murine LDR cells, GFP reporter derepression, 30 h; Potency, µM (series often up to 53.9 µM), for the others: top-dose GFP activation, hits mostly activators; actives 0.2% (n = 280,000); note: potency is the fitted concentration of half-maximal effect; % of control where 0% means no effect; nearly all actives have a fitted effect of over 60% in size
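In this reporter-derepression format, murine cells bearing a silenced integrated CMV-GFP locus incubate with test compound (30 h, 37 C), then are washed and imaged; fluorescent objects of 20–120 um count as induced cells.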
L3MBTL1 inh: blocks human L3MBTL1 | AlphaScreen L3MBTL1–H3K9me1 peptide binding | actives 0.66% (n = 230,000) | Potency, µM (doses to about 57.1 µM), inactives show at the highest dose activity, negative = inhibition, most hits filed as inhibitors; note: potency is the fitted concentration of half-maximal effect; % is set by controls: 0 for no effect and ±100 for the full control effect; nearly all actives have a fitted effect of over 60% in size
Target sequence (Q9Y468 whole entry, looked up): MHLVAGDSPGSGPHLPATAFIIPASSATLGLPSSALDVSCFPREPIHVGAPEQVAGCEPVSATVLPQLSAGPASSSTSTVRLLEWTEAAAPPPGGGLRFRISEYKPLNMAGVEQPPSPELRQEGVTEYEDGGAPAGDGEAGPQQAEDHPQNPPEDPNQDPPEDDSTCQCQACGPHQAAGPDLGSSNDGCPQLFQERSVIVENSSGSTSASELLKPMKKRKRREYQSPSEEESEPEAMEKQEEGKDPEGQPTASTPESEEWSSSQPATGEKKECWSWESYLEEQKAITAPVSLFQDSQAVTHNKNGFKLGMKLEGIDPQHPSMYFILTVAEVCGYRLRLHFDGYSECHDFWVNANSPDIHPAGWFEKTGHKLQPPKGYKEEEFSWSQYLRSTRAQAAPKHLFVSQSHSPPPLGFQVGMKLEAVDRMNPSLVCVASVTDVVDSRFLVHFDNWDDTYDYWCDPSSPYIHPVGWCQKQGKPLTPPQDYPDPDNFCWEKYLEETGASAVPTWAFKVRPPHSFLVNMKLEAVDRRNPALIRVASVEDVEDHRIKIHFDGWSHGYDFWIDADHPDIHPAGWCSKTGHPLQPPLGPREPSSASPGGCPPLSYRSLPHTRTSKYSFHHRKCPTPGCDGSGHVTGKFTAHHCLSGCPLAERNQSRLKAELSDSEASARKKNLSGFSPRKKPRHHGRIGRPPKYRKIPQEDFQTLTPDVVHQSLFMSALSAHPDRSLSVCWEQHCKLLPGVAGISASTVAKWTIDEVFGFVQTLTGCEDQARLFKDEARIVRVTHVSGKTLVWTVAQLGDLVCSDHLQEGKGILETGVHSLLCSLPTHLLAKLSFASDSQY
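AlphaScreen proximity signal between nickel-chelate acceptor and streptavidin donor beads (final 10 ug/mL) reports binding of 50 nM L3MBTL1 to 75 nM biotin-H3 K9me1 peptide; complex incubated with compounds 30 min at room temperature; cefsulodin titration as control.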
The depositor's hits bear a star; ? = inconclusive; . = no result given; & = joins results of further samples; [ ] = remark or other dose. Calls come from the whole dose curve; as a rule, active = well fitted curve in the direction sought with a large enough effect; inconclusive = small, poorly fitted or top-dose-only effect, or another doubt; inactive = no such curve, though single readings can be large; an effect the other way counts as inactive or inconclusive.

item	canonical_smiles	Luc counter	NPSR antagonist	IMPase Li inh	CBFb-RUNX1 inh	HttQ103 aggreg	Epigenetic reg	L3MBTL1 inh
1	COc1ccc(CCNC(=O)COC(=O)c2ccc[nH]c2=O)cc1	-3%	-10%[46.1 µM]	-13%[38.3 µM]	5%	6%	-1.0%	.
2	O=S1(=O)CCN(Cc2ccc(F)cc2)CC1	3%	17%	0%	15%	17%	-0.3%	-3%[11.4 µM]
3	CC(C)NC(=O)c1ccc(-c2ccccc2C(F)(F)F)o1	0%	0%[46.1 µM]	11%[38.3 µM]	8%	-9%	1.1%	7%
4	O=C(Cc1ccc(F)cc1)N/N=C/c1ccccn1	1%	7%	-3%	-14%	-18%	-1.6%	27%
5	Cn1nccc1CNC(=O)c1ccnn1C	1%	10%	-6%	-17%	18%	2.9%	42%[activator]
6	CN1C(=O)C(O)(CC(=O)c2ccc3c(c2)OCO3)c2ccccc21 (stereo unspecified)	-2%	-9%[46.1 µM]	-1%[38.3 µM]	0%	-26%	1.8%	-9%
7	CCn1c(SCC(=O)Nc2nccs2)nnc1-c1ccc(S(=O)(=O)N2CCCCCC2)cc1	-2%	-7%[46.1 µM]	?	2%	0%	2.9%	.
8	COC(=O)c1cc2sccc2n1Cc1nc(-c2ccc(Cl)cc2)oc1C	2%	9%[46.1 µM]	-13%	4%	4%	0.0%&-1.8%	1%
9	Cc1cc(C)n(-c2cc(=O)n(C)c(=O)n2C)n1	-5%	-4%[7.67 µM]	-3%[38.3 µM]	0%	-3%	0.0%	2%
10	CCc1nc(SCC(=O)Nc2cccc(C(F)(F)F)c2)c2c(=O)n(C)c(=O)n(C)c2n1	-1%	-19%[46.1 µM]	37%[38.3 µM]	7%	-24%	0.0%	5%
11	CCOC(=O)c1c(-c2ccc(C)o2)csc1NC(=O)CN1CCC(C(N)=O)CC1	-4%	-7%	4%	-3%	9%	-3.5%	.
12	O=C(COc1ccccc1[N+](=O)[O-])N/N=C/C=C/c1ccco1	0%	-22%[46.1 µM]	1%[38.3 µM]	-2%	13%	-0.1%	-30%

Continuation.
item	canonical_smiles	Luc counter	NPSR antagonist	IMPase Li inh	CBFb-RUNX1 inh	HttQ103 aggreg	Epigenetic reg	L3MBTL1 inh
13	Cc1ccccc1-c1ccc(C(=O)Nc2cccc(F)c2)o1	-4%	-6%	-13%	3%[2.36 µM]	0%	6.6%	-9%
14	O=C(Nc1ccc2c(c1)OCO2)c1c(F)cccc1F	-1%	-11%[46.1 µM]	23%[38.3 µM]	-4%	-21%	0.0%	-4%
15	O=C(Nc1ccc(-c2nc3cc(Cl)ccc3o2)cc1)C1CCCO1 (stereo unspecified)	-2%	-21%[46.1 µM]	4%	5%	-7%	11%	8%
16	COc1cc2c(cc1OC)CN(C(=O)c1ccccc1C(=O)O)CC2	1%	7%[7.67 µM]	-3%[38.3 µM]	8%	-5%	?	2%
17	CCOC(=O)Cc1nn(Cc2nc(-c3ccc(C#N)cc3)cs2)c(=O)c2ccccc12	.	28%	.	3%	10%[9.22 µM]	0.4%	5%
18	Cc1ccc(C(C(=O)NC2CCCCC2)N(C(=O)c2csnn2)C2CCCC2)o1 (stereo unspecified)	4%	-16%[46.1 µM]	14%[38.3 µM]	4%	-9%	-1.1%	2%
19	O=C(CN1CC[n+]2c(-c3ccccc3)csc21)c1ccc(Br)cc1	.	-30%	.	-6%	-17%[9.22 µM]	-2.7%	-8%
20	COc1cc(/C=N/NC(=S)NC(C)C)ccc1OCC(=O)Nc1c(C)cc(C)cc1C	-4%	13%	0%	0%	16%	1.9%	-1%
21	O=C(CS(=O)(=O)c1cn(Cc2ccc(F)cc2)c2ccccc12)N1CCOCC1	.	4%	0%	3%	4%[9.22 µM]	-1.2%	9%
22	CCOc1ccc2nc(-c3ccccc3)[nH]c2c1	?	9%[46.1 µM]	-1%[38.3 µM]	6%	0%	-3.0%	-3%
23	Cc1cn2c(-c3ccncc3)nnc2s1	-7%	-3%[46.1 µM]	-14%[38.3 µM]	7%	-22%	-1.1%	1%
24	O=C(O)c1ccc(C(=O)Nc2cccc3ccccc23)c(C(=O)O)c1	-2%[7.66 µM]	.	-1%	.	.	.	-4%

Continuation:
item	canonical_smiles	Luc counter	NPSR antagonist	IMPase Li inh	CBFb-RUNX1 inh	HttQ103 aggreg	Epigenetic reg	L3MBTL1 inh
25	CSc1nc(-c2ccccc2)nn1C(=O)c1ccco1	1%	11%	5%	2%	1%	-0.1%	-3%
26	CCCN1CCC(=O)N(CCSc2ccc(NC(C)=O)cc2)CC1	.	26%	.	9%&13%	19%[9.22 µM]	-1.6%	.
27	CN(C)Cc1ccccc1Sc1ccc(Br)cc1	-4%	1%	13%	3%	-8%	0.1%	6%
28	Cc1cccc(N2C(=O)C3CCC(c4ccccc4)CC3C2=O)c1 (stereo unspecified)	2%	-10%	6%	21%	-2%	0.1%	3%
29	CN1C(=O)C2(C(C#N)=C(N)N(c3cc(Cl)cc(Cl)c3)C3=C2C(=O)CCC3)c2ccccc21 (stereo unspecified)	18%	-10%[46.1 µM]	9%[38.3 µM]	0%	4%	-0.2%	.
30	O=[N+]([O-])c1cccnc1N1CCCCC1	-4%	-3%[46.1 µM]	-6%[38.3 µM]	-6%	-2%	-1.3%	-10%
31	O=C(NCCCCCCNC(=O)C1CCCC1)C1CCCC1	-3%	15%[46.1 µM]	2%	7%	7%	-3.6%	8%
32	COc1ccc(NC(=O)C2CCCN(S(=O)(=O)c3ccc4c(c3)oc(=O)n4C)C2)cc1OC (stereo unspecified)	4%	-5%[46.1 µM]	8%[38.3 µM]	-3%	-15%	-1.3%	.
33	C/C(=N/NC(=O)c1ccc(Br)o1)c1ccc(C)o1	-12%	6%	3%	4%	1%	4.1%	20%
34	O=[N+]([O-])c1ccccc1CSc1nnc2ccccn12	-4%	10%	0%	8%	-8%	1.1%	.
35	Cc1cc(N/N=C/c2ccccc2)nc(NCc2ccccc2)n1	-2%	-30%	14%	2%	-22%	-3.2%	-6%
36	CCOC(=O)N1CCN(Cc2cc(=O)oc3cc4c(cc23)CCC4)CC1	1%	-24%[46.1 µM]	-1%[38.3 µM]	4%	0%	1.8%	-1%

Profiles from above. Screens in order: Luc counter	NPSR antagonist	IMPase Li inh	CBFb-RUNX1 inh	HttQ103 aggreg	Epigenetic reg	L3MBTL1 inh
CCCN1CCC(=O)N(CCSc2ccc(NC(C)=O)cc2)CC1 in the list: .	26%	.	9%&13%	19%[9.22 µM]	-1.6%	.
C/C(=N/NC(=O)c1ccc(Br)o1)c1ccc(C)o1 in the list: -12%	6%	3%	4%	1%	4.1%	20%

Other entries
item	canonical_smiles	Luc counter	NPSR antagonist	IMPase Li inh	CBFb-RUNX1 inh	HttQ103 aggreg	Epigenetic reg	L3MBTL1 inh
37	O=C(NCCNC(=O)c1cc(OCC(F)(F)F)ccc1OCC(F)(F)F)Nc1ccc(Cl)cc1	0%	-16%[46.1 µM]	-4%[38.3 µM]	8%	-11%	3.6%	11%
38	CC(C)OCCCNC(=O)c1ccncc1	-4%	-2%[46.1 µM]	-8%[38.3 µM]	8%	-19%	0.8%	38%[activator]
39	CO[C@@]1(NC(=O)Cc2cccs2)C(=O)N2C(C(=O)O)=C(COC(N)=O)CS[C@@H]21	3%	8%	-4%	-14%	24%	-3.0%	?
40	Cc1cc(/C=C2\SC(=Nc3ccc(N4CCOCC4)cc3)N(C)C2=O)c(C)n1-c1cccnc1	0%	-2%	15%	-9%	2%	-1.0%	1%
41	O=C(CSc1nc2nc(-c3cccs3)cc(C(F)(F)F)c2c(=O)[nH]1)Nc1ccc(F)c(F)c1	-1%	-37%	-10%	-19%	6%[9.22 µM]	-4.5%	28µM*
42	O=C(CNC1CCN(Cc2ccccc2)CC1)Nc1ccc(S(=O)(=O)N2CCCCC2)cc1	.	1%	.	3%	?	-1.0%	1%
43	Cc1cc(O)ccc1NC(=O)CCN1C(=O)c2ccc([N+](=O)[O-])cc2C1=O	7%	24%	5%	11%	8%	0.0%	-3%
44	CN(c1ccccc1C(=O)Nc1cccc(C(F)(F)F)c1)S(C)(=O)=O	3%	-9%[46.1 µM]	21%[38.3 µM]	-23%	0%	-2.1%	-17%[11.4 µM]
45	COc1cccc(-c2noc(CCCC(=O)N3CCOCC3)n2)c1	0%	3%	3%	6%	12%	-1.9%	2%
46	Cc1ccc(NC(=O)CSc2nnc(NC(=O)c3ccc(S(=O)(=O)N4CCOCC4)cc3)s2)cc1	0%	-5%	-1%	-4%	14%	-3.0%	15%
47	CC(C)(C)Nc1nc(Cl)nc(NCc2ccccc2)n1	.	-35%	.	8%	2%[9.22 µM]	0.0%	.
48	C#CCOC(=O)Nc1ccc(=O)n(Cc2c(Cl)cccc2Cl)c1	3%	-21%[46.1 µM]	13%[38.3 µM]	6%	-2%	1.7%	-15%

Continuation.
item	canonical_smiles	Luc counter	NPSR antagonist	IMPase Li inh	CBFb-RUNX1 inh	HttQ103 aggreg	Epigenetic reg	L3MBTL1 inh
49	CC1Cc2ccccc2N1Cc1cc(=O)n2ccsc2n1 (stereo unspecified)	0%	-6%[46.1 µM]	-3%	-13%	-7%	-2.0%	-5%
50	O=C(C[n+]1ccc(-c2nnc3n2CCC3)cc1)c1ccc(Cl)c(Cl)c1	1%	-15%[46.1 µM]	6%	-9%	-9%	0.2%	-19%
51	Cc1cc(C(=O)N2CCN(c3ncccn3)CC2)nn1C	.	-14%	.	0%	-10%[9.22 µM]	0.2%	4%
52	NC(=O)C1CCN(C(=O)CN2CCc3ccccc32)CC1	-1%	-8%[46.1 µM]	16%[38.3 µM]	-2%	-2%	0.0%	.
53	CSc1ccc(/C=N/NC(=O)c2ccc(C)c(C)c2)cc1	-6%	-12%	-1%	0%	10%	0.1%	-13%
54	O=C(O)c1ccc(Cn2cc(Cl)cn2)cc1	-2%	1%[46.1 µM]	9%[38.3 µM]	3%	-18%	-1.0%	.
55	NS(=O)(=O)c1ccc(NC(=O)COC(=O)c2ccc(Cl)cc2[N+](=O)[O-])cc1	.	38%	.	-6%	1%[9.22 µM]	-0.3%	-2%
56	NCCc1c(C(=O)O)[nH]c2ccc([N+](=O)[O-])cc12	.	14%	.	9%	-15%[9.22 µM]	1.1%	.
57	Cc1nc(-c2nc(-c3c(C(=O)NNC(=O)Nc4cccc(Cl)c4)noc3C)cs2)cs1	.	-13%	.	-1%	5%[9.22 µM]	1.1%	.
58	CCOc1c(Br)cc(CNc2ccc(N3CCN(C(C)=O)CC3)cc2)cc1OC	.	-24%	.	?	6%[9.22 µM]	0.2%	.
59	O=C(N/N=C/c1cccnc1)c1cccc(S(=O)(=O)Nc2cccc(Cl)c2)c1	0%	-3%	?	-25%	-7%	4.0%	11%

These rows are one share of the data, so the mix of outcomes need not match the whole.
